Assay outcomes from PubChem BioAssay.
GPR151 activ: activators of human GPR151; Q8TDV0; PathHunter beta-arrestin GPR151 cells, luminescence; activation, % at 11.2 µM; actives 1% (n = 650,000); in the data active means activation above about 4.9%;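 further: 0% = median of compound wells and 100% = cells with positive control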
TEAD-YAP inh: TEAD-YAP interaction inhibition. inhibition, % at 9.12 µM. HEK-TIYL cells, TEAD-Gal4/YAP UAS-luciferase luminescence. AID 1259422. actives 1.4% (n = 640,000); in the data active means inhibition above about 32%;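 further: 0% = median of test compound wells and 100% = reference inhibitor wells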
MITF primary: inhibitors of human MITF; inhibition, % at 2.6 µM; O75030; actives 0.91% (n = 650,000); AlphaScreen MITF homodimerization, bead proximity signal; in the data active means inhibition above about 50%;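 further: 0% = vehicle wells with protein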
FBW7 act: activators of human E3 ligase FBW7 | Q969H0 | AlphaScreen FBW7–phospho-cyclin E peptide binding, activator screen | normalized activity (activation), % at 26.1 µM | actives 0.13% (n = 650,000) | AID 1259310; in the data active means normalized activity above about 1.9%;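 further: purified mutant Fbw7 with reduced substrate affinity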
Target sequence (Q969H0 whole entry, looked up): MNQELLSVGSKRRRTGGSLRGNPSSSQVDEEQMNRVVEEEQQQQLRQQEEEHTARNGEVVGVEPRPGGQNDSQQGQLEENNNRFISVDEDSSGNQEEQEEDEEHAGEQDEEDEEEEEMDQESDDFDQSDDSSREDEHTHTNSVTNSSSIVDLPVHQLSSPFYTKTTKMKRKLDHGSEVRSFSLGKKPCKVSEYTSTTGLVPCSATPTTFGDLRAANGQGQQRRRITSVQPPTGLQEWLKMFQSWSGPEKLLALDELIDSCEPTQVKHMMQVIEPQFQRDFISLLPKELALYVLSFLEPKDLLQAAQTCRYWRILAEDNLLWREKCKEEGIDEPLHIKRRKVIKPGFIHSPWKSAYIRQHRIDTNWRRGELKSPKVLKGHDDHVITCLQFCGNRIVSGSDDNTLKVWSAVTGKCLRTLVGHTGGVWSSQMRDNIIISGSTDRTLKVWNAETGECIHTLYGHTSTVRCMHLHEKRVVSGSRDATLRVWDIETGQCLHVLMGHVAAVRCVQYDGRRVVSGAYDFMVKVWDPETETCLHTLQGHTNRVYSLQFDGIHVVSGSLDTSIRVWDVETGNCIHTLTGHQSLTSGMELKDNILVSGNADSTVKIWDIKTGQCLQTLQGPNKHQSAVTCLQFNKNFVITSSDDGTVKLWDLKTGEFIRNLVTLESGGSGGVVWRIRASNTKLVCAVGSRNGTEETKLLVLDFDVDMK
Active calls of the source: *.

Start of the listing, in advance (7 entries):
SMILES	GPR151 activ	TEAD-YAP inh	MITF primary	FBW7 act
COc1ccc(Cl)cc1C(=O)Nc1ccc(C(C)=O)cc1	0.6	-18	-1	-0.1
COc1ccc(-c2ccc(Nc3ccc4c(c3)OCCO4)nc2)cn1	-0.4	-29	15	-0.6
COc1ccccc1C(=O)NNS(=O)(=O)c1ccccc1	1.0	-6	-4	-0.5
Cc1csc(SCc2cc(=O)c(OC(=O)c3ccc(F)c(F)c3)co2)n1	-1.8	-15	5	-0.1
CCn1nc(-c2ccc(OC)cc2)c2c(=O)n(C)c(=O)[nH]c21	1.1	8	4	0.0
COc1ccc(/C=C2\SC(=N)N(c3nonc3N)C2=O)cc1	0.0	-44	2	-0.1
CC(C)Cc1ccc(-c2csc(Nc3ccc(I)cc3)n2)cc1	-0.4	6	-8	0.0

All compounds of this part, from the start:
SMILES	GPR151 activ	TEAD-YAP inh	MITF primary	FBW7 act
COc1ccc(Cl)cc1C(=O)Nc1ccc(C(C)=O)cc1	0.6	-18	-1	-0.1
COc1ccc(-c2ccc(Nc3ccc4c(c3)OCCO4)nc2)cn1	-0.4	-29	15	-0.6
COc1ccccc1C(=O)NNS(=O)(=O)c1ccccc1	1.0	-6	-4	-0.5
Cc1csc(SCc2cc(=O)c(OC(=O)c3ccc(F)c(F)c3)co2)n1	-1.8	-15	5	-0.1
CCn1nc(-c2ccc(OC)cc2)c2c(=O)n(C)c(=O)[nH]c21	1.1	8	4	0.0
COc1ccc(/C=C2\SC(=N)N(c3nonc3N)C2=O)cc1	0.0	-44	2	-0.1
CC(C)Cc1ccc(-c2csc(Nc3ccc(I)cc3)n2)cc1	-0.4	6	-8	0.0
COc1ccc(C)c2sc(=NC(=O)c3ccccc3S(C)(=O)=O)n(C)c12	-2.2	0	-10	-0.1
O=S(=O)(c1cc(Br)ccc1Br)N1CCCCCC1	-0.7	-11	4	0.1
CC1=C(C(=O)NCc2ccc3c(c2)OCO3)C2(CCCCC2)OC1=O	0.6	10	25	0.4
COc1ccc(N2CCN(S(=O)(=O)c3cc(C(=O)Nc4ccc(Cl)c(Cl)c4)ccc3F)CC2)cc1	-0.2	3	6	0.1
CCOC(=O)c1nc(C)[nH]c1C(=O)OCC	3.9	-5	10	0.0
COc1ccccc1N1CCN(c2cc(N3CCN(S(=O)(=O)c4ccc(Cl)cc4)CC3)ccc2[N+](=O)[O-])CC1	-0.2	-8	2	0.0
Cc1[nH]c2ccc(Cl)cc2c(=O)c1CN1CCN(C)CC1	0.9	5	8	0.0
CCN1C(=O)c2ccc(Br)cc2C1=O	4.3	4	-2	0.0
O=C(CCCn1c(SCC(=O)OCc2ccccc2)nc2ccsc2c1=O)NCc1ccc2c(c1)OCO2	-0.2	2	3	0.2
Cn1c(=O)c2c(ncn2CC(=O)Nc2ccc(Cl)cc2Cl)n(C)c1=O	-0.7	5	5	-0.2
Cc1ccc2cccc(Oc3ncnc4sc5c(c34)CCC5)c2n1	-1.0	6	7	-0.1
C=C(C)Cn1c(NCc2ccccc2Cl)nc2c1c(=O)[nH]c(=O)n2C	-0.8	-11	5	0.1
COC(=O)c1ccc(C(=O)OC)c(NS(=O)(=O)c2cccs2)c1	-0.7	8	-3	0.2
CNC(=S)Nc1ccc2c(c1)OCO2	0.2	-3	-3	0.2
CCN(CC)CCCOc1ccccc1[N+](=O)[O-]	-0.5	-12	5	0.0
Cc1ccc(NC(=O)C(C)(C)C)cc1C	0.0	1	14	0.1
O=C(N1CCC2(CC1)OCCO2)C1(c2cccs2)CCOCC1	-1.2	-6	-10	0.0
CC1(C)OC(=O)C(=C2CCCN2)C(=O)O1	0.8	-4	-15	-0.1
CCOc1cc(/C=C2\C(=O)NC(=O)N(c3cc(C)ccc3C)C2=O)cc([N+](=O)[O-])c1O	0.1	5	1	-0.3
CC(=O)C12c3ccccc3C(c3ccccc31)C1C(=O)N(c3cccc(Cl)c3)C(=O)C12 (stereo not given)	-1.0	-11	11	0.1
COc1cc2nc(CN3CCCC3c3nccs3)nc(N3CCCCC3)c2cc1OC (stereo not given)	1.4	-5	11	-0.1
O=c1c(O)cc2c(-c3ccccc3)c3cc(O)c(O)c(Br)c3oc-2c1Br	-0.2	-5	96*	-0.6
Cc1ccc(C)c(OCC(=O)NC(C)C)c1C	2.3	-6	14	0.1
O=C1COc2ccc(S(=O)(=O)Nc3ccc4c(c3)oc3ccccc34)cc2N1	0.8	-11	7	0.3
CCCc1nnc(SCC(=O)N2CCCc3ccccc32)n1CCCOC	-0.5	-4	-5	0.0
Cc1c(C(=O)Nc2nc3ccccc3s2)sc2ncn(CC(=O)Nc3ccc(C(C)C)cc3)c(=O)c12	0.0	10	-3	-0.2
Cc1ccc2nc(Nc3ncc4c(n3)CC(C)(C)CC4=O)nc(C)c2c1	0.1	0	1	0.0
CCOC(=O)c1cc2c(=O)[nH]ccc2nc1C	0.8	3	1	-0.1
Nc1c(Cl)cc(Cl)cc1C(=O)OCC(=O)Nc1ccc(F)c(F)c1F	-0.2	-2	8	0.0
Cc1ccc(-c2csc(=Nc3c(C)n(C)n(-c4ccccc4)c3=O)n2Cc2ccccc2)cc1	0.8	20	20	0.3
Cn1c(O)c(C=NC(C)(CO)CO)c(=O)n(C)c1=O	0.2	3	10	-0.1
O=[N+]([O-])c1ccc(N2CCN(Cc3nnnn3Cc3ccc4c(c3)OCO4)CC2)cc1	2.7	8	3	0.0
Cc1cc(C)cc(OCC(O)CN2CCOCC2)c1 (stereo not given)	0.0	13	5	-0.1
Nn1c(SCC(=O)Nc2cccc([N+](=O)[O-])c2)nncc1=O	-1.6	10	17	0.3
O=C(Nc1cccc(O)c1)c1ccc([N+](=O)[O-])cc1	0.0	30	-6	0.1
O=S1(=O)CC2N=C(Nc3cccc(C(F)(F)F)c3)SC2C1 (stereo not given)	3.8	-7	-7	-0.1
Nc1nc(NC2CCN(Cc3ccccc3)CC2)nc2c1ncn2-c1ccccc1	-2.6	-18	-10	0.1
CCCCCNC(=O)Cc1ccc(OC)cc1	0.9	-2	8	-0.1
Cc1cc2c([nH]c(=O)c3c(=O)[nH]c(C(F)(F)F)nc32)s1	-1.6	0	7	0.7
CCOC(=O)C1=C(C)N=c2s/c(=C\c3c(OC)ccc4ccccc34)c(=O)n2C1c1ccc(OCC)c(OCC)c1 (stereo not given)	-0.3	3	-14	-0.1
Cc1ccc(C(=O)Nc2sc3c(c2C(=O)N2CCCCCC2)CCC3)cc1	-0.5	3	16	0.9
O=c1c2[nH]c3ccc(Cl)cc3c2ncn1CCCN1CCCCCC1	-3.3	10	2	0.6
CCCN(CCC)S(=O)(=O)c1ccc(C(=O)Nc2nnc(CC)s2)cc1	0.5	-4	6	-0.1

A draw from above in order of SMILES length, rising.
SMILES	GPR151 activ	TEAD-YAP inh	MITF primary	FBW7 act
O=S1(=O)CC2N=C(Nc3cccc(C(F)(F)F)c3)SC2C1 (stereo not given)	3.8	-7	-7	-0.1
Nn1c(SCC(=O)Nc2cccc([N+](=O)[O-])c2)nncc1=O	-1.6	10	17	0.3
CCCN(CCC)S(=O)(=O)c1ccc(C(=O)Nc2nnc(CC)s2)cc1	0.5	-4	6	-0.1

Further entries:
SMILES	GPR151 activ	TEAD-YAP inh	MITF primary	FBW7 act
CC(C)(C)C(=O)Nc1cccc(C(=O)Nc2ccc3c(c2)-c2cc(NC(=O)c4cccc(NC(=O)C(C)(C)C)c4)ccc2C3)c1	-1.3	1	0	-0.2
Cc1ccc(N(CC(=O)NC2CC3CCC2C3)S(=O)(=O)c2ccc(F)cc2)cc1 (stereo not given)	0.0	-1	-6	0.0
CCCCN(C)C(=O)C1CCN(Cc2cccc(OC)c2OC)CC1	2.5	1	31	0.1
Cc1cccc(COc2ccc3c4c(c(=O)oc3c2)CCC4)c1	1.0	4	-2	0.0
O=C(NC1CCCCC1)c1ccc(Cn2c(=S)[nH]c3ccccc3c2=O)cc1	-0.5	-1	7	0.1
O=C(Cc1ccc(Cl)cc1)N1CCN(S(=O)(=O)c2cc3c4c(c2)CCC(=O)N4CCC3)CC1	2.4	-3	3	0.0
N#Cc1ccccc1OCC(=O)Nc1cccc(Oc2ccccc2)c1	-1.0	-13	-5	0.0
COc1ccc(Nc2nnc(SCC(=O)c3ccc(Cl)s3)s2)cc1	-2.6	15	2	0.1
O=C(NC(=S)Nc1ccc(Br)cn1)c1ccc(Cl)cc1	-1.2	5	21	1.2
CCc1ccc(-n2c(=S)sc3c(=O)[nH]c(SCC(=O)Nc4nccs4)nc32)cc1	1.1	8	19	0.5
COc1cc2c(cc1OC)CC(C)(C)N(Cc1ccccc1)C2	1.9	-2	10	0.1
O=C(CN1CCC(c2ccc3c(c2)OCO3)CC1)N1CCCCC1	0.0	5	0	-0.2
CCOC(=O)C1(P(=O)(O)O)CCC1	0.9	-2	39	-0.5
Cc1nn2c3ccccc3n(CC(=O)c3cccs3)c2nc1=O	0.6	-6	10	-0.1
Nc1c(C(=O)OCC(=O)Nc2cccc([N+](=O)[O-])c2)[nH]c(=O)[nH]c1=O	-0.4	-1	18	-0.4
CCSc1nnc(N2C(=O)c3ccc(Oc4ccc([N+](=O)[O-])cc4)cc3C2=O)s1	-1.6	0	-6	-0.1
Nc1nonc1-n1nnc(CN2CCOCC2)c1C(=O)NNC(=O)CCc1ccccc1	-1.2	5	36	0.1
CCc1ccc(NC(=O)c2ccc(F)c(S(=O)(=O)N3CCCC3)c2)cc1	0.4	-26	8	0.0
CN(C)CCCN1C(=O)C(O)=C(C(=O)c2ccco2)C1c1ccc(F)cc1 (stereo not given)	-0.3	-14	-10	-0.1
N#CCSc1ccccc1NC(=O)COC(=O)c1ccc([N+](=O)[O-])o1	0.1	9	-8	0.1
CC(C)NC(=S)Nc1ccc(S(=O)(=O)Nc2ncccn2)cc1	0.4	0	4	0.0
Cc1nn(-c2ccccc2)c2c1C(c1ccc(OCc3ccccc3F)cc1)C(C#N)=C(N)O2 (stereo not given)	-2.4	-35	1	-0.3
O=C(N[C@@H]1CSC/C1=N\Nc1ccc([N+](=O)[O-])cc1[N+](=O)[O-])c1ccccc1	0.4	-1	7	0.7
O=C(CSc1ccc(Cl)cc1)Nc1c[nH]c(=O)[nH]c1=O	3.0	10	20	1.7
CC(=O)N(Cc1ccccc1Cl)Cc1cc2cc3c(cc2[nH]c1=O)OCCO3	-0.1	5	17	-0.1
O=C(Cc1ccc(Br)cc1)Nc1ccccn1	-0.3	-12	8	-0.2
COc1ccc2nc(N3CCCC(C(=O)NCc4ccc5c(c4)OCO5)C3)sc2c1 (stereo not given)	1.2	-14	4	0.0
CN(C)CCN(C)c1cc(-c2cn[nH]c2)ccc1NC(=O)NCc1ccccc1	-0.7	10	8	-0.3
c1cncc(-c2nc3ccc(Cc4ccc5nc(-c6cccnc6)[nH]c5c4)cc3[nH]2)c1	-1.0	-6	1	0.1
COc1ccc(CC2(CCC(=O)NC(C)c3nc4ccccc4[nH]3)CCC(=O)N2)c(F)c1 (stereo not given)	-0.7	4	21	1.1
CN(C)c1ccc(CCN2CCc3nc4cccnc4cc3C2)cc1	1.6	-4	4	-0.4
COc1cccc(C(=O)N2CCN=C2SCc2cccc([N+](=O)[O-])c2)c1OC	0.9	-6	-9	-0.3
CC1(C2CCN(Cc3cccn3-c3ccc(Cl)cn3)CC2)NC(=O)NC1=O (stereo not given)	0.7	-1	5	-0.1
COc1cc(NC(=O)c2cc(Cl)ccc2Cl)cc(OC)c1	-0.7	-4	-10	-0.1
Cc1ccc(-c2nnc(NCc3nc4ccccc4[nH]3)c3ccccc23)cc1S(=O)(=O)N(C)C	0.2	18	-9	-0.1
COc1ccc(CN2CCN(Cc3ccccc3[N+](=O)[O-])CC2)c(OC)c1OC	-1.1	4	23	-0.1
COC(=O)C1=C(C)NC(=O)NC1c1ccc2ccccc2c1 (stereo not given)	4.2	7	6	0.1
O=C(CSc1nc(-c2ccccc2)cc(=O)[nH]1)NCc1cccs1	-0.8	10	7	0.2
COc1ccc(-n2nc(C(=O)NCCN3CCCC3)c3ccccc3c2=O)cc1	-1.2	2	0	-0.3
CCOC(=O)C(NC(=O)COc1ccccc1)(Nc1sc2c(c1C(=O)OC)CCCC2)C(F)(F)F (stereo not given)	-0.4	-10	-6	-0.1
CC(C1CC1)N(C(=O)Nc1cccc([N+](=O)[O-])c1)c1ccccc1 (stereo not given)	-0.3	2	3	-0.4
Cc1nc(SCc2cccc(F)c2)[nH]c(=O)c1C#N	-0.7	-12	-10	0.0
CC(=O)Nc1ccc(S(=O)(=O)NNC(=O)NC23CC4CC(CC(C4)C2)C3)cc1	-1.2	-7	-5	0.2
COc1cc2c(cc1NS(=O)(=O)c1ccc([N+](=O)[O-])cc1)oc1ccccc12	3.7	3	21	0.0
Brc1cc2c(cc1COn1nnc3ccccc31)OCO2	1.9	-45	-10	0.0
Nc1nnc(SCc2cn3cc(Cl)ccc3n2)s1	1.1	-62	-4	0.2
O=C1OC(c2ccc(F)cc2)=N/C1=C\c1ccc(Br)cc1	3.3	2	-4	-0.2
CN(CC(=O)Nc1ccc(F)cc1)C(=O)CN1C(=O)c2cccc([N+](=O)[O-])c2C1=O	-1.4	-6	2	0.3
N#CC1=C(N)OC2=C(C(=O)CCC2)C1c1cccc(OCc2ccccc2)c1 (stereo not given)	-1.1	3	15	0.0
O=C(CSc1ccccc1[N+](=O)[O-])Oc1ccccc1	-0.7	2	1	-0.1
COc1ccc(C(CCN)c2ccccc2)cc1 (stereo not given)	-0.5	3	-3	0.1
Cc1noc(C)c1CN1C(=O)C(C)Oc2cccnc21 (stereo not given)	0.3	-11	-8	0.0
CCOc1ccc2ccccc2c1/C=C1\SC(=S)N(N)C1=O	2.2	2	2	-0.1
